# High-throughput results: PubChem, several laboratories
# TNAP inh noacc: TNAP (human) inhibition, acceptor-free conditions; P05186; purified TNAP, CDP-star luminescence, 30 min; inhibition, % at 20 µM; 200,000 tested, 0.26% active;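 active means tissue-nonspecific alkaline phosphatase inhibition above about 50% at 20 µM in the single-dose screen, limit read from the data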;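 further: 0% = DMSO negative control and 100% = EDTA positive control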
# Target sequence (P05186 whole entry, looked up): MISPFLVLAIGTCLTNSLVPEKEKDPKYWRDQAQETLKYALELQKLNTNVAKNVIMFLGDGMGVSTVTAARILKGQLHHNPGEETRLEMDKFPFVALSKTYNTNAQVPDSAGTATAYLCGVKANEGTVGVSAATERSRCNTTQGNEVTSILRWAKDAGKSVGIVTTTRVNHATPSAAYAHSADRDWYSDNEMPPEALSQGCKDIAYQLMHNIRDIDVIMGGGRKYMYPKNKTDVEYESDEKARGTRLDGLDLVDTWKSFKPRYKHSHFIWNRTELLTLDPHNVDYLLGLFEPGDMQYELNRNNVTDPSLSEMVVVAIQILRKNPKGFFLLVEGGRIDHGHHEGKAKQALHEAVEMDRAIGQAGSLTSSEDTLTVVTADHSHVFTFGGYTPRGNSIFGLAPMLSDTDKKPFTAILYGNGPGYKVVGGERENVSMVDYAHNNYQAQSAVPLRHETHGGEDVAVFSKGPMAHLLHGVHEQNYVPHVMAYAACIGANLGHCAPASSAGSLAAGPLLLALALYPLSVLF
# L major viab: Leishmania major promastigote growth inhibition | Leishmania major promastigotes, resazurin fluorescence viability | inhibition, % at 10 µM | 200,000 tested, 9% active | AID 1063; in the data active means inhibition above about 50%;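 further: promastigotes grown with compound for 44 hours at 28 °C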
# bIAP activator: increases bovine intestinal alkaline phosphatase activity | purified bovine IAP, CDP-star luminescence, 30 min; hits give high values; fold of DMSO-control signal, blank-subtracted | activation factor at 20 µM | 200,000 tested, 0.17% active;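 active means activation factor of 2 or more at 20 µM, a signal rise over negative controls twice the positive control's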
# Diaph act CS: counter-screen for diaphorase-based assays: diaphorase activators and chemical reducers; Diaphorase/resazurin coupled assay, resorufin fluorescence, 16 min; hits give high values; 1 = vehicle wells, 0 = NADH-free wells; activation factor at 20 µM; 190,000 tested, 0.005% active; AID 1229;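 active means diaphorase activity raised at least twofold by the compound at 20 µM; inactive means activation factor below 2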
#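 Material: bacterial diaphorase enzyme (C. kluyveri); amount: enzyme 0.07 U/mL final; reagent: NADH substrate 0.114 mM plus resazurin dye 0.1 mM, final; doses: single compound dose of 20 µM, 1% DMSO final; timing: 16 min enzyme reaction, ambient temperature; measured by: fluorescence of resorufin, 544 nm excitation, 590 nm emission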
# PMI activator: increases human mannose-6-phosphate isomerase activity; P34949; purified human PMI, coupled resazurin fluorescence, 20 min; hits give high values; 1 = vehicle control, 0 substrate-free wells; activation factor at 20 µM; 190,000 tested, 0.005% active; AID 1214;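 active means activation factor of 2 or more at 20 µM, relative to plate controls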
# Target sequence (P34949 whole entry, looked up): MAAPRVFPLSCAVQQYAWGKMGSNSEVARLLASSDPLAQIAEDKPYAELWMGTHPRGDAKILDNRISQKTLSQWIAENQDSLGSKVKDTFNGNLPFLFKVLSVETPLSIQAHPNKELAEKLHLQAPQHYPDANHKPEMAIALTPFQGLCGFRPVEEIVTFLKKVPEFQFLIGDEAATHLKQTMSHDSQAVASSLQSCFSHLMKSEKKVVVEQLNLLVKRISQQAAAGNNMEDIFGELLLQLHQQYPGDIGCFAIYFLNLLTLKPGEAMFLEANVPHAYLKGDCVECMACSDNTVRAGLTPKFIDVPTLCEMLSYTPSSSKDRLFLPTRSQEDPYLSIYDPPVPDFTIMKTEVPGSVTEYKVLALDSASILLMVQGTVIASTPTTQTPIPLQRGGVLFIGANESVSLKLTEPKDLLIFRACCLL
# bIAP inh: blocks bovine intestinal alkaline phosphatase activity. purified bovine IAP, CDP-star luminescence, 30 min. inhibition, % at 20 µM. 190,000 tested, under 10 active;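 active means over 50% inhibition of intestinal alkaline phosphatase at 20 µM in the single-dose screen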
#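 Incubation: 30 min reaction at room temperature / Material: purified bovine intestinal alkaline phosphatase (IAP) enzyme / Input: enzyme at 1/65,000,000 dilution / Dosing: 20 µM single dose / Signal: CDP-star luminescence signal / Reagent: CDP-star chemiluminescent phosphatase substrate, 30 µM final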
# TNAP inh hiacc: TNAP (human) inhibition, high acceptor; AID 1135; purified TNAP, CDP-star luminescence, 1 M DEA; inhibition, % at 20 µM; 200,000 tested, 0.03% active;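 active means over 50% inhibition of tissue-nonspecific alkaline phosphatase at 20 µM in the single-dose screen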;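 further: plate controls were DMSO wells for no effect and EDTA-quenched wells as full inhibition for full effect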
# PMI act satM6P: activators of human phosphomannose isomerase at near-saturating mannose 6-phosphate. P34949. activation factor at 20 µM. 190,000 tested, 0.34% active. coupled PMI enzyme assay, resazurin fluorescence, 20 min; hits give high values; 1 = untreated enzyme, 0 = substrate-free blank;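 active means activation factor of 2 or more at 20 µM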
#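 Technique: Diaphorase-driven resazurin-to-resorufin fluorescence, excitation 544, emission 590 nm | Assay system: Human PMI in coupled enzyme assay | Times: Enzyme reaction with compound 20 min at room temperature | Medium: HEPES-buffered pH 7.4 with magnesium and detergent | Reagent: Mannose-6-phosphate 1.0 mM (near-saturating) plus 0.22 mM NADP+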
# TNAP act hi DEA: increases human TNAP activity under high phosphate acceptor concentration | purified TNAP, CDP-star luminescence, 1 M DEA, 30 min; hits give high values; 0 = EDTA background, 1 = DMSO-only activity | activation factor at 20 µM | 200,000 tested, under 10 active | AID 1136;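 active means activation factor at least 2 at 20 µM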
#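 Control set: EDTA negative control, DMSO positive control / Assay system: human TNAP / Quantity: TNAP 1/800 final / Evaluation: TNAP activation factor scaled between EDTA and DMSO control wells / Measured by: luminescent substrate turnover signal / Compound dosing: one dose, 20 µM / Times: 30 min enzyme reaction at room temperature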
# Diaph inh CS: diaphorase inhibition or chemical oxidation counter-screen. diaphorase resazurin-to-resorufin fluorescence, NADH, 16 min; bacterial (C. kluyveri) enzyme, not human. inhibition, % at 20 µM. 190,000 tested, 0.69% active. AID 1217;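 active means primary screen inhibition at 20 µM above a set limit, cut at about 50% in these data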;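 further: plate controls were DMSO with full reaction for no effect and wells lacking NADH for full effect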
#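 Detection: fluorescence of resorufin formed from resazurin, Ex 544/Em 590 nm; test system: Clostridium kluyveri diaphorase enzyme; amount: 0.14 U/mL diaphorase, enzyme working solution; times: 16-min room-temperature incubation before reading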
# An asterisk follows results filed as active.
# The first 17 compounds (preview)
SMILES,TNAP inh noacc,L major viab,bIAP activator,Diaph act CS,PMI activator,bIAP inh,TNAP inh hiacc,PMI act satM6P,TNAP act hi DEA,Diaph inh CS
COc1ccc(OCCSc2nc3nc(C)cc(C)n3n2)cc1,0,5,1,1,1.1,0,-4,1.1,1,1
COc1cc(NC(=O)CCC(=O)O)nc(OC)n1,-18,-4,0.9,0.9,1,6,-6,1.1,1.1,5
COc1ccc(OC)c(C2=NOC(C(=O)NCc3ccccn3)C2)c1 (centres undefined),-15,-2,0.9,0.8,1,7,-6,1,1.1,16
N/C(=N\N=C\c1cccc(O)c1)c1nonc1N,-12,-2,1,0.9,1,-1,-4,1,1,6
CN1CCN(S(=O)(=O)c2ccc(N3CCN(C(=O)c4ccccc4)CC3)nc2)CC1,-9,26,1,0.9,1,-5,1,0.8,1,10
COc1cc2[nH]c(=O)n(CCC(=O)N3CCN(Cc4ccccc4)CC3)c(=O)c2cc1OC,1,-3,1.1,1,1.2,-6,6,1.1,0.9,-2
COc1cc(C(=O)COC(=O)Cc2cnc3sccn23)cc(OC)c1OC,-3,-7,1,0.9,1.1,-2,-6,1,1.1,6
O=C(O)c1ccccc1SC1CC(=O)N(c2ccc3c(c2)OCO3)C1=O (centres undefined),6,-3,1,0.8,1.1,-3,-3,1.2,1,18
CCOC(=O)c1ccc(NC(=O)CCc2nc(-c3ccc(Cl)cc3)no2)cc1,-4,-2,0.9,1,1.1,10,-2,1.1,1,0
CSc1ccccc1NC(=O)COc1ccc(S(=O)(=O)N2CCCC2)cc1,-7,0,0.9,0.9,0.9,9,-4,0.9,1,11
CCOC(=O)C1=C(O)CSC1=Nc1ccc(C)cc1,-2,2,1.2,0.9,1,-21,0,0.9,1,11
Cc1ccc(NC(=S)Nc2ccc3cn[nH]c3c2)cc1,-11,41,0.8,0.7,0.8,16,-3,0.4,1,35
O=C(Nc1cccnc1)c1ccc(-c2ccccc2)cc1,-8,-3,1,1.1,1.1,-4,-8,1.1,1.1,-9
O=C(CCS(=O)(=O)c1ccc(Br)cc1)N1CCN(c2ccccc2)CC1,-1,-2,1.1,0.8,0.8,-6,3,0.9,1,16
OC(CN1CCCCC1)Cn1c(C(F)(F)F)nc2ccccc21 (centres undefined),-9,-3,0.9,0.8,0.9,8,0,0.9,1,17
CO/N=C/C(C#N)=C/c1ccc(OC)cc1,-20,-2,0.9,1,1.1,14,-6,1,1.1,3
CCN(CC)C(=O)c1ccc(COc2ccccc2Br)o1,-11,88*,1,0.7,0.9,0,-3,0.9,1,28

# The list itself (from the top)
SMILES,TNAP inh noacc,L major viab,bIAP activator,Diaph act CS,PMI activator,bIAP inh,TNAP inh hiacc,PMI act satM6P,TNAP act hi DEA,Diaph inh CS
COc1ccc(OCCSc2nc3nc(C)cc(C)n3n2)cc1,0,5,1,1,1.1,0,-4,1.1,1,1
COc1cc(NC(=O)CCC(=O)O)nc(OC)n1,-18,-4,0.9,0.9,1,6,-6,1.1,1.1,5
COc1ccc(OC)c(C2=NOC(C(=O)NCc3ccccn3)C2)c1 (centres undefined),-15,-2,0.9,0.8,1,7,-6,1,1.1,16
N/C(=N\N=C\c1cccc(O)c1)c1nonc1N,-12,-2,1,0.9,1,-1,-4,1,1,6
CN1CCN(S(=O)(=O)c2ccc(N3CCN(C(=O)c4ccccc4)CC3)nc2)CC1,-9,26,1,0.9,1,-5,1,0.8,1,10
COc1cc2[nH]c(=O)n(CCC(=O)N3CCN(Cc4ccccc4)CC3)c(=O)c2cc1OC,1,-3,1.1,1,1.2,-6,6,1.1,0.9,-2
COc1cc(C(=O)COC(=O)Cc2cnc3sccn23)cc(OC)c1OC,-3,-7,1,0.9,1.1,-2,-6,1,1.1,6
O=C(O)c1ccccc1SC1CC(=O)N(c2ccc3c(c2)OCO3)C1=O (centres undefined),6,-3,1,0.8,1.1,-3,-3,1.2,1,18
CCOC(=O)c1ccc(NC(=O)CCc2nc(-c3ccc(Cl)cc3)no2)cc1,-4,-2,0.9,1,1.1,10,-2,1.1,1,0
CSc1ccccc1NC(=O)COc1ccc(S(=O)(=O)N2CCCC2)cc1,-7,0,0.9,0.9,0.9,9,-4,0.9,1,11
CCOC(=O)C1=C(O)CSC1=Nc1ccc(C)cc1,-2,2,1.2,0.9,1,-21,0,0.9,1,11
Cc1ccc(NC(=S)Nc2ccc3cn[nH]c3c2)cc1,-11,41,0.8,0.7,0.8,16,-3,0.4,1,35
O=C(Nc1cccnc1)c1ccc(-c2ccccc2)cc1,-8,-3,1,1.1,1.1,-4,-8,1.1,1.1,-9
O=C(CCS(=O)(=O)c1ccc(Br)cc1)N1CCN(c2ccccc2)CC1,-1,-2,1.1,0.8,0.8,-6,3,0.9,1,16
OC(CN1CCCCC1)Cn1c(C(F)(F)F)nc2ccccc21 (centres undefined),-9,-3,0.9,0.8,0.9,8,0,0.9,1,17
CO/N=C/C(C#N)=C/c1ccc(OC)cc1,-20,-2,0.9,1,1.1,14,-6,1,1.1,3
CCN(CC)C(=O)c1ccc(COc2ccccc2Br)o1,-11,88*,1,0.7,0.9,0,-3,0.9,1,28
CCc1nnc(NC(=O)CSc2nc3c(c(=O)n2CC)SC(C)C3)s1 (centres undefined),-10,-7,0.9,0.8,0.9,6,-4,0.9,1,16
O=C(Cc1c(C(=O)O)[nH]c2ccc(Cl)cc12)Nc1ccc2c(c1)OCCO2,-3,-8,0.9,0.9,1.1,7,-8,1.1,1.1,15
CCOC(=O)c1sc2nc(C3CC3)cc(-c3ccc(F)cc3)c2c1N,-26,7,1.1,0.8,0.9,-9,-11,0.9,1.1,22
COCCNC(=S)N1CCN(C/C=C/c2ccccc2)CC1,-8,1,1,0.9,0.9,-2,-3,0.9,1,12
C#CCOCCOCCOCCNc1nc(N2CCN(C(=O)Cn3cc(CCCCN)nn3)CC2)nc(N2CCN(C(=O)Cn3cc(CCCCN)nn3)CC2)n1,-18,-7,0.9,0.7,1,8,-7,1.3,1.1,26
CC(C)(C)c1nnc(NC(=O)c2cccs2)s1,-6,-3,1,1,0.9,-2,-2,1,1,1
Cc1ccc2nc(Nc3nc(CSc4nnc(C)s4)cc(=O)[nH]3)nc(C)c2c1,-104,38,1.2,0.8,0.9,-17,-5,1,1,23
CN1CCN(C(=O)/C(=C/c2ccc(F)cc2)c2ccsc2)CC1,-9,16,1,0.9,1.2,-1,-7,1.1,1.1,14

# Three entries out of the list above, sorted by their value in PMI activator, low to high:
Molecule | PMI activator
COCCNC(=S)N1CCN(C/C=C/c2ccccc2)CC1 | 0.9
C#CCOCCOCCOCCNc1nc(N2CCN(C(=O)Cn3cc(CCCCN)nn3)CC2)nc(N2CCN(C(=O)Cn3cc(CCCCN)nn3)CC2)n1 | 1
CN1CCN(C(=O)/C(=C/c2ccc(F)cc2)c2ccsc2)CC1 | 1.2

# Next section:
SMILES,TNAP inh noacc,L major viab,bIAP activator,Diaph act CS,PMI activator,bIAP inh,TNAP inh hiacc,PMI act satM6P,TNAP act hi DEA,Diaph inh CS
Cc1ccccc1CS(=O)(=O)c1cn(CC(=O)N2CCC(C)CC2)c2ccccc12,-2,-2,1.1,1,0.9,-10,-4,1,1,2
O=C1CSC(=NC(=O)c2ccccc2)N1,-9,-5,0.9,0.9,0.9,8,-1,1,1,9
O=Cc1cccn1-c1c(C(=O)O)cnn1-c1ccccc1,-8,-8,1.1,0.9,1.1,-7,3,1.1,1,14
COc1cc(NC(=O)c2ccco2)c(OC)cc1NC(=O)CSc1nnc(-c2cccs2)n1C,0,5,1,0.8,1,0,-9,0.9,1.1,25
COc1ccccc1/C=C/C=N/NC(=O)CCn1nnc2ccccc21,-6,-5,0.9,0.8,0.9,9,4,0.9,1,17
COc1cc(N/C=C2\CC(=O)NC(C)=C2C#N)cc(OC)c1OC,-1,-6,1.1,0.5,0.6,-7,8,0.3,0.9,51*
Cc1ccccc1NC(=S)N(Cc1ccccc1)Cc1cccnc1,-13,86*,1,0.9,1,2,-4,1,1,8
Nc1c(NCCCN2CCOCC2)c2ccccc2oc1=O,3,-4,1,1.1,1,0,-4,1,1,-8
Cc1ccc(-n2nnc3c(=O)n(Cc4ccccc4C)cnc32)cc1,5,-3,0.9,1.1,1,8,-3,1,1,-5
O=C(CSc1nc2ccc([N+](=O)[O-])cc2[nH]1)NC1CCCCC1,4,-2,0.9,0.9,1,6,-1,1,1,8
CCc1cc2c(=O)[nH]c(COC)nc2s1,-9,3,1,1,1.1,1,-2,1.1,1,2
CCOC(=O)CC(=O)Nc1cc(Cl)ccc1O,-6,-6,1,0.9,0.9,-4,1,0.9,1,12
COc1cc(C(=O)O)ccc1OC(C)=O,-2,-5,1,0.9,0.9,-2,1,1,1,11
COc1ccc(CN2CCN(C(=O)C3CCN(S(=O)(=O)c4cccs4)CC3)CC2)c(OC)c1OC,-11,5,1.1,0.9,1,-11,-2,0.9,1,9
NC(=O)NC(=O)COC(=O)CCSc1ccccc1,-5,-8,1.2,1,1,-18,-2,1,1,1
O=C(CSCc1ccccc1Cl)N1CCN(c2ccccn2)CC1,-21,60*,1.1,0.9,1,-7,-3,1,1,5
CCc1[nH]nc2c1C1(CCN(C(=O)OCc3ccccc3)CC1)C(C#N)=C(N)O2,6,14,1,1,1.1,-2,8,1.1,0.9,0
CC1(C)CC(=O)C(C=NC(CCC(N)=O)C(=O)O)=C(O)C1 (centres undefined),-8,-3,1.1,0.8,0.9,-6,-4,0.9,1,22
CCN(CC(=O)Nc1ccc2c(c1)OCCO2)c1ccc(S(=O)(=O)N2CCOCC2)cn1,-15,9,1,0.9,1,3,-6,1,1.1,12
CCC(C)n1[nH]c(=O)cc1N (centres undefined),-7,-1,1,0.9,1,4,-2,1,1,8
Cc1cccc(-c2nnc(SCC#N)n2C)c1,-5,-5,1.1,0.9,1,-11,-4,1,1,9
CCCCNC(=S)NNC(=O)c1ccc2c(c1)OCO2,-33,-5,1,0.9,1,1,-1,1,1,14
CN(C)C(=O)c1cc(Cl)ccc1Sc1cc(Cl)ccc1Cl,-10,17,0.9,0.9,0.9,9,-3,1,1,13
CCC(CC)c1nnc(NC(=O)[C@@H](NC(=O)c2cccc(C)c2)C(C)C)s1,-3,-1,0.7,0.8,0.8,29,-1,0.9,1,21
